APEX1 inh = inhibitors of human APE1 endonuclease; P27695; recombinant APE1, TAMRA/BHQ-2 abasic DNA cleavage fluorescence; Potency, µM (highest dose often 65.8 µM), inactives show top-dose activity change, negative = inhibition, most hits filed as inhibitors; hit rate 0.35% among 350,000;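 further: plate controls were vehicle for no effect and reference inhibitor for full effect; nearly all actives have a fitted effect of over 55% in size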
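Readout is kinetic fluorescence (ex 525, em 598 nm) from cleavage of 50 nM TAMRA/BHQ-2 THF abasic duplex by 0.75 nM APE1, compound added 15 min beforehand at RT.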
G9a block = blocks human histone lysine methyltransferase G9a | Potency, µM (series often up to 102 µM), without a hit: at the highest dose activity, negative = inhibition, hits mostly inhibitors | Q96KQ7 | G9a H3K9 monomethylation, AlphaScreen, 2 h | AID 504332 | hit rate 8.8% among 350,000; further: on the % scale 0 is the no-effect control and ±100 the full control effect; nearly all actives have a fitted effect of over 75% in size
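Step 1: enzyme (final 20 nM) with compound, 15 min RT. Step 2: substrate peptide 500 nM and SAM 20 uM, 2 h RT. Step 3: anti-H3K9me1 antibody and AlphaScreen beads, 10 min, then plate read.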
Pol eta inh = blocks human DNA polymerase eta activity | Q9Y253 | Potency, µM (titrated, usually from 114 µM), inactives show top-dose activity change, negative = inhibition, actives largely listed as inhibitors | hit rate 1.2% among 390,000 | recombinant Pol eta, fluorescent DNA replication assay; further: on the % scale 0 is the no-effect control and ±100 the full control effect
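Pol eta at 10 nM preincubated with compounds 15 min at room temperature; reaction started with fluorescent substrate (50 nM final) and read kinetically at 0 and 10 min.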
Pol beta inh = DNA polymerase beta (human) inhibition | P06746 | Pol beta primer extension/strand displacement, fluorescence kinetic | Potency, µM (top dose mostly 114 µM), for inactives: top-dose activity change, negative = inhibition, actives largely listed as inhibitors | hit rate 1.3% among 340,000 | AID 485314; further: on the % scale 0 is the no-effect control and ±100 the full control effect
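Homogeneous kinetic assay of primer extension and strand displacement by 10 nM Pol beta, preincubated 15 min at room temperature with compound before 50 nM substrate (final) was added. Read at 0 and 10 min; four-parameter Hill fit.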
BLM helicase inh = Bloom syndrome helicase (human) inhibition; P54132; recombinant BLM DNA unwinding, fluorescence dequenching; Potency, µM (series often up to 56.1 µM), for inactives: top-dose activity change, negative = inhibition, most hits filed as inhibitors; hit rate 0.2% among 350,000; AID 2528;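 further: plate controls were vehicle for no effect and no enzyme for full effect; nearly all actives have a fitted effect of over 35% in size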
Pol kappa inh = DNA polymerase kappa (human) inhibition; AID 588579; hit rate 0.53% among 400,000; Q9UBT6; Potency, µM (series often up to 107 µM), inactives show top-dose activity, negative = inhibition, most hits filed as inhibitors; purified Pol kappa, fluorescent DNA synthesis assay, 10 min; further: on the % scale 0 is the no-effect control and ±100 the full control effect
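Enzyme at 10 nM met test compounds for 15 min at room temperature. Substrate addition (50 nM final) began the reaction, which was monitored by fluorescence at 0 and 10 min.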
BAZ2B block = inhibitors of human BAZ2B bromodomain. Potency, µM (highest dose often 114 µM), for inactives: at the top dose activity change, negative = inhibition, usual class: inhibitors. hit rate 4.4% among 360,000. AlphaScreen BAZ2B-H3K14Ac peptide displacement. Q9UIF8. AID 504333; further: on the % scale 0 is the no-effect control and ±100 the full control effect; nearly all actives have a fitted effect of over 60% in size
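Complex of BAZ2B and biotin-H3K14Ac (50 nM apiece) forms over 30 min at RT, then faces library compounds up to 110 uM for another 30 min; AlphaScreen beads added, 20 min dark incubation, luminescence read.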
JMJD2A Tudor = blocks the human JMJD2A Tudor domain; AlphaScreen JMJD2A-Tudor / H3K4me3 peptide binding; hit rate 4.4% among 390,000; AID 504339; O75164; Potency, µM (series often up to 114 µM), without a hit: top-dose activity change, negative = inhibition, most hits filed as inhibitors; further: on the % scale 0 is the no-effect control and ±100 the full control effect; nearly all actives have a fitted effect of over 50% in size
Target sequence (O75164 whole entry, looked up, the tested form may be a part): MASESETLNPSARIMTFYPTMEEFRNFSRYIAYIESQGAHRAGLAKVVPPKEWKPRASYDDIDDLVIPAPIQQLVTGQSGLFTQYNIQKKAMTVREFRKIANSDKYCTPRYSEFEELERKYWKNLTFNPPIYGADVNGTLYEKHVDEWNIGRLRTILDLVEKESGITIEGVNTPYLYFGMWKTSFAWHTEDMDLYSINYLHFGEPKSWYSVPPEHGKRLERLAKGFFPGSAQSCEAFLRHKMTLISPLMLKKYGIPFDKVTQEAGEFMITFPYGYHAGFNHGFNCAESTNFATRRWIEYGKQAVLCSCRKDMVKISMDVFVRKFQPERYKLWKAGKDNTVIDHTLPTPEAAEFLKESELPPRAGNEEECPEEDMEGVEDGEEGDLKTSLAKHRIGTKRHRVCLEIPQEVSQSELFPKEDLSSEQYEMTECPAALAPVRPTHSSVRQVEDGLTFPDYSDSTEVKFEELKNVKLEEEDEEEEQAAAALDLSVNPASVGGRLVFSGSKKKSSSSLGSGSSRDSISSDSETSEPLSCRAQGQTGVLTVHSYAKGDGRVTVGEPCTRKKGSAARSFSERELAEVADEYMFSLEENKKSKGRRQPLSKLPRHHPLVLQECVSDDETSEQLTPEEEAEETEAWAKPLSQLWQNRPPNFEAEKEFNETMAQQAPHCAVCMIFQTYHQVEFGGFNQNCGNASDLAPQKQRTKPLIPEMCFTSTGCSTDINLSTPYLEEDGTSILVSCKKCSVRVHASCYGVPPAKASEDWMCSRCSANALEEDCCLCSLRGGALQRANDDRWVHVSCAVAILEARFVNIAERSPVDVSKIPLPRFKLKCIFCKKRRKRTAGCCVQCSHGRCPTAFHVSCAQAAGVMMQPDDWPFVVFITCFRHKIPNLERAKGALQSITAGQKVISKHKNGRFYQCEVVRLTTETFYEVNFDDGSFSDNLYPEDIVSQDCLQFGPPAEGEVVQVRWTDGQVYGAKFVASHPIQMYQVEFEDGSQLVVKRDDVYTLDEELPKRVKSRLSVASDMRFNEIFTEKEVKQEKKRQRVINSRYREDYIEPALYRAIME
POLI inh = blocks human DNA polymerase iota activity. Potency, µM (doses to about 115 µM), without a hit: top-dose activity, negative = inhibition, usual class: inhibitors. hit rate 1% among 390,000. Pol iota fluorescent replication assay, 10 min. AID 588590. Q9UNA4
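Fluorescent replication assay read twice, at 0 min and 10 min after adding 50 nM (final) substrate. Enzyme (10 nM) and compounds were first incubated 15 min at room temperature; enzyme-free buffer wells were negative controls.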
An asterisk follows results filed as active; ? = inconclusive; / = not tested or not shown; & = joins results of further samples; [ ] = another dose, or the depositor's remark. The call rests on the fitted dose curve; in most records, active means well fitted curve in the direction sought with a large enough effect; inconclusive means small, poorly fitted or top-dose-only effect, or another doubt; inactive means no such curve, though single readings can be large; an effect the other way counts as inactive or inconclusive. Potency means the concentration at half of the fitted maximal effect. Not all compounds are listed; the hit share may differ from the screen's.

1	CC(=O)c1cccc(OCc2cc(C(=O)N(C)Cc3ccc(C)o3)no2)c1
2	CC(=O)c1cccc(NC(=O)CCNS(=O)(=O)c2cccc(C(C)=O)c2)c1
3	COCCNC(=O)C1CCCN(S(=O)(=O)c2cccc3nsnc23)C1 (stereo not given)
4	CC(C)c1ccc(S(=O)(=O)N2CCN(C(=O)C3=COCCO3)CC2)cc1
5	COC(=O)[C@H](CC(C)C)NC(=O)N1CCN(c2cccc(C(F)(F)F)c2)CC1
6	c1ccc2c(SCc3cn4cccnc4n3)ncnc2c1
assay / entry	1	2	3	4	5	6
JMJD2A Tudor	79µM*	-10%	-10%	-3%	-15%	-11%
G9a block	/	-14%[12.7 µM]	8%	/	21%[59 µM]	-11%[59 µM]
BAZ2B block	-24%	10%	22%	/	-7%	-6%
Pol beta inh	62%	-11%	17%	/	0%	8%
Pol kappa inh	-17%	7%	8%	15%	-4%	-10%
POLI inh	4%	-11%	23%	53%[activator]	37%[activator]	14%
APEX1 inh	-3%	-3%	91%[activator]	14%	2%	-1%
Pol eta inh	-11%	-12%	-11%	-24%	-16%	-6%
BLM helicase inh	-3%	-5%	0%	/	-6%	3%

7	O=C(Oc1cccc2ccccc12)c1ccncc1
8	COc1cccc(C(=O)N(Cc2cc3cc(C)ccc3[nH]c2=O)C(C)C)c1
9	COc1ccc(S(=O)(=O)NCC2CCCN(Cc3ccccc3C)C2)cc1 (stereo not given)
10	Cc1cc(C)c(NC(=O)Cn2nnc(C(=O)Nc3ccc(F)cc3F)c2N)c(C)c1
11	COc1cc(NC(=O)Cn2ncc3c([nH]c4ccc(C)cc43)c2=O)cc(OC)c1OC
12	O=C(CCC(=O)Nc1ccc(Cl)cc1Cl)N/N=C/c1ccc([N+](=O)[O-])o1
assay / entry	7	8	9	10	11	12
JMJD2A Tudor	-10%	-11%	3%	-8%&-22%	-13%	-20%
G9a block	-6%[59 µM]	?	4%	21%	2%[59 µM]	-30%
BAZ2B block	10%	-34%	-14%	-17%	-2%[57.1 µM]	?
Pol beta inh	1%	-2%	-7%	35%&7%	30%	-20%
Pol kappa inh	-1%	1%	0%	7%&6%	2%	-25%
POLI inh	20%	9%	1%	39%&13%[activator]	3%	56µM*
APEX1 inh	-5%	0%	4%	-4%	/	?
Pol eta inh	2%	-7%	-12%	7%&-16%	-13%	-28%
BLM helicase inh	2%	2%	4%	-6%&-4%	-2%	-2%

13	CCN(CCn1cccn1)C(=O)c1ccc(OC2CCN(C(=O)COC)CC2)cc1
14	COc1ccccc1CCNC(=O)CCNS(=O)(=O)c1ccc(NC(C)=O)cc1
15	Cn1ccnc1C(=O)c1cc(SCC(=O)N2CCOCC2)nc2ccccc12
16	CCC(C)(C)C1CCc2[nH]nc(C(=O)NCCCNC(=O)OC(C)(C)C)c2C1 (stereo not given)
17	CC(=O)c1cccc(N(CC(=O)Nc2ccc(F)cc2F)S(C)(=O)=O)c1
18	O=C(CSc1nnc(Cc2ccccc2)o1)NCCN1C(=O)CSC1=O
assay / entry	13	14	15	16	17	18
JMJD2A Tudor	0%	-13%	-24%	-21%	-14%	-5%
G9a block	13%	38%[activator][12.7 µM]	-7%	-4%[2.33 µM]	11%[59 µM]	-2%[59 µM]
BAZ2B block	-3%	3%	-17%	3%	4%	-2%
Pol beta inh	44%	/	-16%	/	1%	0%
Pol kappa inh	3%	-1%	-18%	-8%	-2%	-4%
POLI inh	6%	-21%	19%	?	1%[58.9 µM]	38%[activator]
APEX1 inh	7%	12%	2%	-1%	4%	-3%
Pol eta inh	-13%	-2%	2%	-5%	-9%	-16%
BLM helicase inh	-1%	/	0%	/	0%	-1%

19	COc1ccc(OC)c(/C=N/NC(=O)c2ccc[n+](CC(=O)c3ccccc3)c2)c1
20	CCOC(=O)C1=CN(CC2CCCCC2)CCC1=O
21	O=C(NC(=S)NN1CCCCC1c1cccnc1)c1ccc(Br)cc1 (stereo not given)
22	CCCNC(=O)c1c(CSc2ccccc2)noc1C(=O)NCc1ccccc1
23	O=Cc1c[nH]c2ccc(NC(=O)OCc3ccccc3)cc12
24	C[C@H](NC(=O)N1CCC(Cc2ccccc2)CC1)C(=O)O
assay / entry	19	20	21	22	23	24
JMJD2A Tudor	?	-16%	-15%	9%	-14%	3%
G9a block	?	/	45µM*	25%[59 µM]	/	-48%
BAZ2B block	23%	/	0%	-3%	/	?
Pol beta inh	/	/	17%	12%	/	?
Pol kappa inh	6%	-3%	2%	-3%	-5%	0%
POLI inh	4%	37%[activator]	73%[activator]	8%	?	-9%
APEX1 inh	-4%	/	-1%	-13%	/	28%
Pol eta inh	-13%	-18%	-16%	-10%	-3%	-7%
BLM helicase inh	/	/	-3%	-12%	/	1%

25	COc1ccc(F)c(CN2CCC(n3nccc3NC(=O)C3CCOC3)CC2)c1 (stereo not given)
26	O=C(O)Cc1cc(=O)[nH]n(-c2ccccc2)c1=O
27	COc1ccc(C(=O)CCC(=O)N2CCN(c3ccc([N+](=O)[O-])cc3)CC2)cc1
28	CCOC(=O)C1(CCc2ccccc2)CCN(C(=O)c2ccoc2)CC1
29	CCc1ccccc1NC(=O)CSc1nnc(-c2cc(C)[nH]n2)n1N
30	Cc1ccc(NC(=O)CN2C(=O)NC3(CCCc4ccccc43)C2=O)c([N+](=O)[O-])c1 (stereo not given)
assay / entry	25	26	27	28	29	30
JMJD2A Tudor	-12%	-2%	0%	-10%	-5%	-32%
G9a block	-29%	/	12%	-15%	8%	/
BAZ2B block	4%	/	-18%	-14%	-4%	-36%
Pol beta inh	-1%	/	16%	-3%	18%	4%
Pol kappa inh	-7%	-12%	9%	-8%	-3%	1%
POLI inh	83%[activator]	-2%	30%[activator]	34%[activator]	35%[activator]	23%
APEX1 inh	30%	/	0%	1%	14%	-11%
Pol eta inh	-19%	1%	-9%	-13%	-21%	-23%
BLM helicase inh	-6%	/	-4%	-3%	2%	-1%

Part of the list above, with two lines to a compound:
Values run as follows: JMJD2A Tudor	G9a block	BAZ2B block	Pol beta inh	Pol kappa inh	POLI inh	APEX1 inh	Pol eta inh	BLM helicase inh
[1] CC(=O)c1cccc(OCc2cc(C(=O)N(C)Cc3ccc(C)o3)no2)c1
    79µM*	/	-24%	62%	-17%	4%	-3%	-11%	-3%
[2] CC(=O)c1cccc(NC(=O)CCNS(=O)(=O)c2cccc(C(C)=O)c2)c1
    -10%	-14%[12.7 µM]	10%	-11%	7%	-11%	-3%	-12%	-5%
[3] COCCNC(=O)C1CCCN(S(=O)(=O)c2cccc3nsnc23)C1 (stereo not given)
    -10%	8%	22%	17%	8%	23%	91%[activator]	-11%	0%
[4] CC(C)c1ccc(S(=O)(=O)N2CCN(C(=O)C3=COCCO3)CC2)cc1
    -3%	/	/	/	15%	53%[activator]	14%	-24%	/
[5] COC(=O)[C@H](CC(C)C)NC(=O)N1CCN(c2cccc(C(F)(F)F)c2)CC1
    -15%	21%[59 µM]	-7%	0%	-4%	37%[activator]	2%	-16%	-6%
[6] c1ccc2c(SCc3cn4cccnc4n3)ncnc2c1
    -11%	-11%[59 µM]	-6%	8%	-10%	14%	-1%	-6%	3%
[7] O=C(Oc1cccc2ccccc12)c1ccncc1
    -10%	-6%[59 µM]	10%	1%	-1%	20%	-5%	2%	2%

Next records follow.
31	Cc1cccc(Nc2nnc(SCC(=O)NCc3cccs3)s2)c1C
32	CC(OC(=O)CCN1C(=O)c2cccc([N+](=O)[O-])c2C1=O)C(=O)Nc1cc(Cl)cc(Cl)c1 (stereo not given)
33	O=C(CN1CCN(Cc2ccccc2)C1=O)NCc1ccc(Cl)cc1
34	O=C(CCn1c(=O)c2sccc2n(CC(=O)OCc2ccccc2)c1=O)NCc1ccccc1
35	Cc1ccc(C(=O)CC2C(=O)N(c3ccccc3)C(=S)N2c2ccccc2)cc1 (stereo not given)
36	CCCc1cc(=O)[nH]c(NCCc2ccccc2)n1
assay / entry	31	32	33	34	35	36
JMJD2A Tudor	-17%	-23%	11%	-14%[57.1 µM]	-9%[57.1 µM]	-9%
G9a block	-10%[59 µM]	25µM*	0%[59 µM]	1%[59 µM]	-10%[59 µM]	16%
BAZ2B block	-26%	-34%	1%	-6%	-2%	9%
Pol beta inh	1%	34%	11%	0%	17%	1%
Pol kappa inh	-1%	1%	0%	-11%	-11%	-4%
POLI inh	8%	-6%	6%	21%	-2%	143%[activator]
APEX1 inh	2%	7%	-3%	1%	6%	9%
Pol eta inh	-16%	-18%	-13%	10%	-14%	-15%
BLM helicase inh	-2%	-11%	-3%	-2%	1%	1%

37	N#CCc1nn(-c2ccc(F)cc2)c(N)c1C#N
38	CC1CCN(c2nc3nonc3nc2Nc2ccc(F)cc2)CC1
39	Cc1cc(NC(=O)c2ccoc2C)no1
40	CCCN1C(=O)c2cc(C(=O)NCCc3cccc(C)c3)ccc2C1O (stereo not given)
41	COc1cc(OC)cc(C(=O)NCCCN2CCOCC2)c1
42	Nc1nc2c(C(=O)N3CCOCC3)nnn2c2ccccc12
assay / entry	37	38	39	40	41	42
JMJD2A Tudor	-13%	-35%	-33%	-7%	-2%	-15%
G9a block	-34%	-2%[12.7 µM]	5µM*	14%	-1%[59 µM]	/
BAZ2B block	-19%	-27%	-1%	2%	2%	3%
Pol beta inh	-15%	27%	0%	2%	0%	8%
Pol kappa inh	0%	-1%	-7%	-14%	-7%	-6%
POLI inh	24%	61%[activator]	-7%	11%	13%	66%[activator]
APEX1 inh	0%	14%	4%	-1%	-3%	7%
Pol eta inh	-1%	-15%	0%	-9%	-3%	-18%
BLM helicase inh	-8%	-10%	2%	-1%	-7%	1%

43	Cn1nc(CC(=O)Nc2cccc3ncccc23)c2ccccc2c1=O
44	O=C(NNc1nccc(C(F)(F)F)n1)Nc1cccc(Cl)c1
45	CCOc1ccc(NC(=O)CCNC(=O)Cn2ccc3ccccc3c2=O)cc1
46	COc1ccnc(NCc2cccc(C(F)(F)F)c2)c1C#N
47	COc1ccccc1NC(=O)c1oc2ccccc2c1NC(=O)c1c(F)cccc1F
assay / entry	43	44	45	46	47
JMJD2A Tudor	9%	-19%	-26%	4%	-10%
G9a block	-18%	-33%	5%	-14%[2.33 µM]	7%[59 µM]
BAZ2B block	-3%	0%	-36%	10%	-5%
Pol beta inh	5%	27%	1%	13%	49%
Pol kappa inh	-1%	-5%	-21%	-8%	-1%
POLI inh	46%[activator]	8%	?	-7%	14%
APEX1 inh	13%	-9%	2%	-3%	/
Pol eta inh	-12%	-13%	-14%	-14%	4%
BLM helicase inh	-2%	-3%	-3%	1%	-2%
